Bioassay records as filed in PubChem.
aSyn UTR inh – MLPCN primary screen, SNCA 5' untranslated region. alpha-synuclein 5'UTR reporter, inhibitor activity. inhibition, % (tested at 7.5 µM). hit rate 0.82% among 300,000; in the data active = inhibition above about 60%; inconclusive = no clear call, values can overlap the other calls;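 also: H4 neuroglioblastoma cells stably carrying SNCA 5'UTR luciferase fusion; 0% = DMSO wells and 100% = positive control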
IEC-6 tox – kills IEC-6 intestinal cells in KLF5 counter-screen | IEC-6 cytotoxicity, luminescence viability | inhibition, % at 5 µM | hit rate 0.78% among 290,000; in the data active = inhibition above about 22%;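 also: 0% = plate median of test compound wells and 100% = cytotoxic reference compound wells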
AI-2 QS modul – modulators of Vibrio harveyi AI-2 quorum sensing system; activity change, % at 7.5 µM; hit rate 0.4% among 300,000; Vibrio harveyi JMH597 AI-2 luminescence/OD600 ratio, 9 h; stronger effect = lower value; strain lacks LuxN and CqsS sensors; 0 = neutral-control median; AID 2094; in the data active = activity change below about -75%, passing the limit was not always enough; inconclusive = no clear call, values can overlap the other calls;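 also: luminescence divided by OD600 gain over 9 h not by final OD600 alone; inactives centre near 13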
HSF1 inh – HSF1 inhibition; NIH3T3-HGL HSE-luciferase, MG132-induced, luminescence 8 h; stronger effect = lower value; hit rate 0.77% among 300,000; activity change, negative = inhibition, % at 7.5 µM (by protocol);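 active = more than half of replicate wells show activity change below -50%, luminescence cut by over half; inconclusive = some wells, but at most half, below -50%; inactive = no replicate well below -50%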;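 also: luciferase reports HSF-1 transcriptional activity via heat shock element; 0% = median of DMSO wells and -100% = zero luminescence signal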
HIF act – HIF pathway transcriptional activation. activation, % at 7.5 µM (by protocol). hit rate 0.32% among 300,000. U2OS HRE-luciferase reporter, luminescence; normalized: DMSO 0%, desferrioxamine 100%;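 active = mean activation of at least 10% of the iron chelator positive control signal, with at least half of replicates also reaching 10%; inconclusive = mean and replicate majority disagree about reaching 10%; inactive = mean and most replicates under 10%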
HSP90 inh – blocks HSP90-mediated luciferase refolding in reticulocyte lysate. Rabbit reticulocyte lysate, luciferase refolding luminescence, 3 h. inhibition, % at 5.6 µM. hit rate 0.91% among 290,000;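 active = inhibition above the screen-wide mean plus 3 SD, computed separately per campaign, cut at about 16% in these data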;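 also: 0% = DMSO wells and 100% = 60 µM geldanamycin wells; inhibitors lower the luminescence because luciferase stays unfolded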
HDAC3 inh – inhibitors of human histone deacetylase 3; inhibition, % at 8.3 µM; O15379; recombinant HDAC3, fluorogenic peptide/trypsin coupled, fluorescence; AID 2718; hit rate 0.15% among 320,000; in the data active = inhibition above about 26%, passing the limit was not always enough; inconclusive = no clear call, values can overlap the other calls
Target sequence (O15379 whole entry, looked up): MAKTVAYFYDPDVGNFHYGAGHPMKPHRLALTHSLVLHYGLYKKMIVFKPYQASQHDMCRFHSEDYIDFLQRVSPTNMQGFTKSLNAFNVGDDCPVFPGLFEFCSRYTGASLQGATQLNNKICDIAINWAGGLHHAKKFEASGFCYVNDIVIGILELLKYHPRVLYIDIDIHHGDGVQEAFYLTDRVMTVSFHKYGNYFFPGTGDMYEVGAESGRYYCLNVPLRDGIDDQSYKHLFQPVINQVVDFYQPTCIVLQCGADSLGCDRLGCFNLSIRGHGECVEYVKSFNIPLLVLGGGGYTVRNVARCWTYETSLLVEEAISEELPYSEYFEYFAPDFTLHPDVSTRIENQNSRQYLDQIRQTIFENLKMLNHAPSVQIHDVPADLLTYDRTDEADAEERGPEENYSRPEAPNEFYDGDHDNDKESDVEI
Platelet DG rel – platelet dense granule release activity | AID 1663 | human platelet-rich plasma, SFLLRN dense granule ATP release, luminescence | inhibition, %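 (compounds screened at 7.5 µM in platelet-rich plasma)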 | hit rate 0.22% among 300,000;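 active = mean replicate score, as percent of positive control, at or above 50; inconclusive = mean below 50 but at least one replicate at or above 50; inactive = mean and every replicate below 50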
KLF5 inh – inhibitors of KLF5 expression | DLD-1 KLF5 promoter-luciferase reporter, luminescence | inhibition, % at 5 µM | hit rate 0.23% among 290,000;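 active = inhibition above a per-plate limit of that plate's mean compound inhibition plus 3 SD, cut at about 60% in these data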;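 also: 0% = DMSO wells and 100% = LY294002 at 200 µM; higher means less KLF5 promoter-driven luciferase light; inactives centre near -14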
HSF1 activator – increases HSF-1 driven luciferase reporter signal. NIH3T3-HGL HSF-1 luciferase reporter, MG132, 8 h; 100% = twice DMSO control signal. activation, % at 9 µM. hit rate 1.7% among 300,000;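 active = mean replicate activation of at least 50% with a set share of replicates each reaching 50%; inconclusive = only one of those two conditions met; inactive = mean below 50% and too few replicates reaching it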;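 also: 0% = median of the neutral control wells and 100% = twice that signal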
Active calls of the source: *; u = inconclusive; x = not tested or not shown.

molecule,AI-2 QS modul,KLF5 inh,HSP90 inh,HSF1 inh,HIF act,aSyn UTR inh,HDAC3 inh,HSF1 activator,Platelet DG rel,IEC-6 tox
CCCN(CCC)CC(O)CN1C(=O)NC(C)(C)C1=O (stereo not drawn),5,-7,-1,1,-0.1,-6,-8,-6,-6,-2
COc1cc(C(=O)NCc2nnc(SCC(=O)NC3CCCCC3)o2)cc(OC)c1OC,43,-36,0,-1,0.6,-5,u,2,0,9
CCOc1ccc(N(C)S(=O)(=O)c2ccc3[nH]cc(C(=O)NCCCOC)c(=O)c3c2)cc1,28,-36,2,-6,-0.8,-18,8,5,3,-1
COc1cccc(Cn2cc(C(=O)NCCN(C)C)nn2)c1,11,-26,-1,1,-0.1,-19,-6,-3,-2,2
CCOc1ccccc1/C=N/NC(=O)Cc1csc(Nc2cccc(C(F)(F)F)c2)n1,29,-20,-3,-5,-0.1,12,20,9,4,-7
O=C(CCCN1C(=O)c2cccc3cccc(c23)C1=O)N1CCN(c2ccccc2O)CC1,24,4,-4,3,-0.5,35,-5,9,-5,-7
COCCCNC(=O)Cn1c(=O)n(CC(=O)NCCc2ccc(OC)c(OC)c2)c(=O)c2sccc21,7,-7,0,-7,-0.3,8,-9,-5,-7,-6
COC(=O)c1cc(S(=O)(=O)N2CCC(c3ccccc3)C2)c[nH]1 (stereo not drawn),-4,-26,-1,6,x,0,-6,1,-3,2
CCOC(=O)c1cnc2c(cnn2C)c1NCCCN(C)C,16,9,4,-8,0.2,-14,2,0,-1,10
COc1ccc([N+](=O)[O-])cc1NC(=O)C(C)OC(=O)CSC(C)C(=O)Nc1cc(C)on1 (stereo not drawn),17,x,x,3,-0.8,8,6,9,3,x

(list continues)
molecule,AI-2 QS modul,KLF5 inh,HSP90 inh,HSF1 inh,HIF act,aSyn UTR inh,HDAC3 inh,HSF1 activator,Platelet DG rel,IEC-6 tox
Cn1cc(CNCCCn2ncc3ccccc32)c(-c2ccccc2F)n1,4,6,-1,6,0.0,11,1,26,-3,-2
COC(=O)Nc1ncc(CN2CCCCC2)s1,35,-14,5,-7,0.2,11,4,-5,-6,-4
COc1cc(/C=C/C(=O)c2c(O)ccc3c(C)cc(=O)oc23)ccc1O,5,3,11,73,0.4,-27,13,113*,-43,-6
O=C(CCCSc1nc2ccccc2s1)NCc1ccc2c(c1)OCO2,37,-6,-2,2,0.0,0,2,-8,0,-3
COc1ccccc1/C=N/NC(=O)CSc1cc(C)nc2ccccc12,-1,-7,-1,4,-1.9,25,3,37,3,6
O=C1CC(Sc2ncn[nH]2)C(=O)N1c1ccccc1 (stereo not drawn),11,-7,11,-7,-0.5,-5,11,-11,-5,0
CCOC(=O)c1c(NC(=O)COc2ncnc3ccccc23)sc(C)c1CC,67,-10,11,4,-0.1,13,-1,27,6,14
CN1CCN(/N=C/c2nc(-c3ccccc3Cl)n3ccccc23)CC1,-13,-11,0,-2,-0.6,-58,15,8,16,-1
COc1ccc(-c2nnn(CC(=O)N3CCN(c4ccccc4OC)CC3)n2)cc1OC,3,-32,0,1,-0.5,35,-3,-1,-4,12
Cc1cccc(CC2CC(=O)N(c3nc4ccccc4s3)C2=O)c1 (stereo not drawn),12,-23,-2,12,0.4,1,0,3,9,-5

Continuation:
molecule,AI-2 QS modul,KLF5 inh,HSP90 inh,HSF1 inh,HIF act,aSyn UTR inh,HDAC3 inh,HSF1 activator,Platelet DG rel,IEC-6 tox
CCC(CC)C(=O)Nc1c(C)n(C)n(-c2ccccc2)c1=O,1,-23,-5,-2,-0.9,8,-4,19,-1,-7
O=C(NCCC1=CCCCC1)C(=O)NCc1ccccc1Cl,13,-8,-2,1,-0.1,-40,-1,-2,-4,-5
Cc1onc(-c2ccccc2Cl)c1C(=O)NCc1nnnn1-c1ccc(F)cc1,4,x,x,-4,-0.4,3,-1,-7,-8,x
CCCCCCN=CC1=C(O)C(C(=O)OC)C(C)(C)CC1=O (stereo not drawn),-41,-21,4,14,-0.3,11,10,37,23,0
N#Cc1c(-c2ccccc2)nc(-c2ccccc2)[nH]c1=O,21,-12,1,-4,0.0,32,-6,-16,-2,3
Cc1cccc(C(=O)c2c(N)sc3c2CCCC3)c1,38,4,4,0,-0.3,-21,2,2,-4,-4
COc1ccc(C2CC(=O)c3cnc(NC(=O)c4ccccc4)nc3C2)c(OC)c1 (stereo not drawn),17,-15,0,-5,1.8,3,-3,-7,-12,3
O=C(/C=C/c1cccc(F)c1)OCC(=O)N1CCCc2ccccc21,16,x,x,0,0.9,4,-6,-10,1,x
O=C(CCNC(=O)c1ccc([N+](=O)[O-])cc1)NCCC1=CCCCC1,2,x,x,-2,-0.1,3,-9,-10,-18,x
CN(C(=O)c1ccc(C#N)cc1)c1nnc(-c2ccccn2)s1,17,9,4,6,1.2,-27,x,12,9,3

Carrying on:
molecule,AI-2 QS modul,KLF5 inh,HSP90 inh,HSF1 inh,HIF act,aSyn UTR inh,HDAC3 inh,HSF1 activator,Platelet DG rel,IEC-6 tox
O=c1ccnc(Sc2ncccc2[N+](=O)[O-])[nH]1,15,-55,-4,x,x,x,-13,x,x,-9
S=c1[nH]nc(Cc2n[nH]c(=S)n2-c2ccccc2)n1-c1ccccc1,18,-11,-3,-10,0.8,-2,9,-6,-8,4
CC(Oc1cc2oc(=O)c3c(c2cc1Cl)CCC3)C(=O)N1C[C@H]2C[C@@H](C1)c1cccc(=O)n1C2 (stereo partly drawn),27,13,4,1,-0.1,0,-6,0,-2,6
COc1cccc(NC(=O)CSc2ccc(-c3sc(C)nc3C)nn2)c1,9,-9,0,-2,-0.2,-5,3,-2,-2,-4
Cc1ccc(-c2nc3cc(NC(=O)C(C)C)ccc3o2)cc1C,6,-147,34*,-35,-3.3,61,2,-43,-4,5
Cc1cc(Nc2ccc(Cl)cc2)nc(-c2ccccc2O)n1,20,-20,-3,-3,1.9,1,5,-9,-1,11
C/C(Cn1cnc([N+](=O)[O-])n1)=N\NC(=O)c1cccnc1,19,11,-3,4,0.3,-2,1,5,12,-4
CCOC(=O)C1CCN(C2=NC(=O)/C(=C/c3ccc(Cl)cc3)S2)CC1,3,-18,-2,-3,-1.1,2,6,6,-4,-1
COc1ccc(-c2cc(-c3ccc(O)cc3)nc(N)c2C#N)cc1,-12,-18,0,4,-0.3,5,-23,33,-4,-1
Cc1ccc(/C=C/S(=O)(=O)NCC(=O)OCC(=O)Nc2ccc(C(N)=O)cc2)cc1,-4,x,x,0,-0.1,3,-2,-10,7,x

Later entries
molecule,AI-2 QS modul,KLF5 inh,HSP90 inh,HSF1 inh,HIF act,aSyn UTR inh,HDAC3 inh,HSF1 activator,Platelet DG rel,IEC-6 tox
CN1CCN(CCC(=O)Nc2ccccc2)CC1,4,-16,-2,4,-2.1,3,-12,13,10,-1
COc1cccc(-c2cc(C(F)(F)F)nc(-n3cc(Cl)cn3)n2)c1,10,-22,0,-2,-0.1,45,4,-2,-7,1
CC(CN1C(C)CCCC1C)OC(=O)c1ccc(Cl)cc1 (stereo not drawn),14,0,-4,-20,0.4,14,-5,-16,-2,-8
Cc1nc2ccccc2n1CCc1nc2c3ccccc3nc(SCC#N)n2n1,13,-5,0,-1,1.3,6,-6,8,2,-5
COC(=O)c1ccc(C(=O)NN)cc1,19,-7,-2,-2,-1.5,20,1,-7,6,-1
O=C(CN1CCOCC1)N1CCCc2c1c(=O)oc1ccc(OCc3ccccc3)cc21,21,-20,-1,6,-0.2,-1,4,10,-2,-4
Cc1cc(C(=O)OCC(=O)Nc2cc(S(=O)(=O)N(C)C)ccc2Cl)c2ccccc2n1,20,-26,-2,-4,-0.1,6,-3,-18,-1,0
COc1ccc(C(=O)Nc2cccnc2Sc2ccc(Cl)cc2)cc1,13,-9,0,21,0.9,-44,-12,46,-1,-4
CCOc1ccc(N2CC(C(=O)Nc3nnc(Cc4ccc(OC)cc4)s3)CC2=O)cc1 (stereo not drawn),1,-19,11,-1,0.1,35,-1,29,-1,-6
O=C(Nc1ccc(S(=O)(=O)N2CCOCC2)cc1)c1nn(-c2ccc(F)cc2)ccc1=O,23,-12,-4,-2,-0.5,9,3,-3,6,-3

(more compounds)
molecule,AI-2 QS modul,KLF5 inh,HSP90 inh,HSF1 inh,HIF act,aSyn UTR inh,HDAC3 inh,HSF1 activator,Platelet DG rel,IEC-6 tox
O=C(CN1CCCCCCC1)N/N=C/c1ccc(F)c(F)c1,23,4,1,-5,0.1,7,-3,-7,-9,0
Cc1ccc(C(=O)Nc2nnc(S(=O)(=O)Nc3ccccc3C)s2)cc1C,35,6,-1,0,0.5,2,-9,5,5,-2
CC(=O)N1CCOc2ccc(S(=O)(=O)Nc3ccc(Cl)cn3)cc21,18,-17,-2,-9,-0.5,-2,-3,-1,13,-4
COc1ccc(NC(=O)CN2CCc3ccccc3C2)cc1S(=O)(=O)N1CCOCC1,12,-14,-1,-18,-0.3,18,-1,-6,-7,-5
Cc1ccc(S(=O)(=O)N(C)/N=C/C=C/c2ccccc2)cc1,-18,-16,3,8,0.0,-7,x,2,-15,-8
Cc1cc(C(=O)COC(=O)c2ccc(Br)o2)c(C)n1Cc1ccco1,20,-9,5,9,4.3,-116,-1,13,-4,-3
CN(C)C(=O)Cn1c(=O)n(C)c2ccccc21,13,-18,-2,-2,-0.3,9,5,-6,7,-4
COc1ccccc1CNC(=O)N1CCN(c2ccccc2)CC1,20,-5,3,-4,-0.2,-5,-3,-5,-19,1
C/C(=N/OC(=O)c1ccc(C)cc1)C(=O)c1ccc(Br)cc1,-6,-23,-4,-3,-0.3,-51,-2,-4,-9,-9
CCN(CC)c1ccc(/C=C2\C(=O)N(c3nnc(C)c(=O)[nH]3)N=C2C)cc1,11,-44,0,0,0.2,-17,5,3,-13,2
COc1cccc(NC(=O)CCc2nnc3ccc(NCc4ccco4)nn23)c1,4,-23,-5,2,0.0,28,4,26,-13,-1
Cc1noc(C)c1CCC(=O)N1CCCC(N2CCN(c3ccc(F)cc3)CC2)C1 (stereo not drawn),13,-6,6,3,0.2,-12,3,6,-5,0
